High-throughput results: PubChem BioAssay, National Center for Advancing Translational Sciences (NCATS)
Pf Dd2 growth = blocks in vitro growth of P. falciparum Dd2 | hit rate 4.3% among 120,000 | Potency, µM (series often up to 28.9 µM), for inactives: at the highest dose activity, negative = inhibition, most hits filed as inhibitors | P. falciparum Dd2 growth, SYBR Green, 72 h; active means well fitted inhibition curve with a large enough effect; inconclusive means small, poorly fitted or top-dose-only effect; inactive means no such curve, though single readings can be large or run the other way;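 further: plate controls were DMSO vehicle for no effect and reference drug for full effect; nearly all actives have a fitted effect of over 65% in size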
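Readout: SYBR Green fluorescence, 485 nm excitation, 535 nm emission, after ~16 h lysis at 37C. Before that, Dd2-infected red cells (2.5% hematocrit) grew 72 h with compound, 29 uM top final concentration.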
* = called active by the depositor; i = inactive; ? = inconclusive; & = joins results of further samples; [ ] = another dose, or the depositor's remark. Potency means the concentration at half of the fitted maximal effect. These rows are one share of the data (hit frequency here may not be typical).

SMILES	Pf Dd2 growth
Cc1cc(C(=O)NCC2Cn3cccc3C(=O)N2C)nn1C (stereo not drawn)	-22.3%
Cc1ccc(CNC(=O)Cn2cccc2-c2nc(-c3ccc4c(c3)OCO4)no2)cc1	12.8%
CNc1nc(C(=O)N2CCc3nc(-c4ccccc4)[nH]c3C2)cs1	?
C#CCN(C)Cc1nc(C2(O)CCN(C(=O)Cc3ccccc3)CC2)cs1	-2.5%[44.1 µM]
COc1cccc(-c2ccc3c(n2)c(=O)ncn3CC2CC2)c1	-22.5%[44.1 µM]
CC(C)N1CCN(C2CCOC3(CCN(S(=O)(=O)c4cn(C)cn4)CC3)C2)CC1 (stereo not drawn)	6.3%
Cc1ccc(CN(C)C(=O)c2coc(COc3ccc(F)cc3Cl)n2)cc1	-6.9%
CCc1ccc(CNC(=O)c2c(C)oc3ncnc(N4CCOCC4)c23)cc1	39.6%[activator]
CN(CC(=O)N1CCc2nc3cc(-c4ccccc4)[nH]n3c(=O)c2C1)S(=O)(=O)c1cnc[nH]1	40.4%[activator][5.79 µM]
COc1ccc(C)cc1NC(=O)NCC1CCCN(C(C)C)C1 (stereo not drawn)	-19.6%

Some values from above:
In Pf Dd2 growth, `Cc1ccc(CN(C)C(=O)c2coc(COc3ccc(F)cc3Cl)n2)cc1` has -6.9%
In Pf Dd2 growth, `C#CCN(C)Cc1nc(C2(O)CCN(C(=O)Cc3ccccc3)CC2)cs1` has -2.5%[44.1 µM]

Next section:
SMILES	Pf Dd2 growth
COc1cccc(CN2CCOc3ccc(C(=O)NCc4ccc(C)cc4)cc3C2)n1	-25.7%
COc1ccc(-c2cc(C(F)(F)F)n3nc(C(=O)Nc4cc(Cl)cc(Cl)c4)cc3n2)cc1	2.7%
Cc1ccc(-n2nnnc2CNC(=O)c2cc(C(F)(F)F)cc(C(F)(F)F)c2)cc1C	13.6%
COc1cccc(NC(=O)c2cnc3n[nH]c(-c4ccc(OC)cc4C)c3n2)c1	-24.7%[44.1 µM]
CCOc1ccccc1NC(=O)c1c(C)cc(C)nc1SCC(=O)c1cccc(OC)c1	-6.7%
COC(=O)c1c(-c2cccs2)csc1NC(=O)c1ccc(C(C)(C)C)cc1	?
CNC(=O)N1CCC(C2CCN(C(=O)Cc3ccsc3)C2)CC1 (stereo not drawn)	-8.4%
O=C(Nc1ccc([C@@H](O)[C@H]2COCC(=O)N2CC2CCCCC2)cc1)C1CC1	2.1%[44.1 µM]
CN1CCOc2c(C(=O)NCCc3cnc[nH]3)cc(-c3cccnc3)cc21	i
Cc1cc(C)c2c(=O)c3c(oc2c1)C(=O)N(Cc1ccc(F)cc1)C3c1cccc(O)c1 (stereo not drawn)	?
Cc1ccc(CCNC(=O)c2c(C)oc3ncn(CC(C)C)c(=O)c23)cc1	?
O=C(c1ccccn1)N1CCC(N2CCCC2=O)CC1	8.6%[44.1 µM]
Cc1ccc(OCC(=O)N2CCC[C@H]2c2nc(-c3ccc(C)cc3)no2)cc1	?
Cc1ccc(S(=O)(=O)c2[nH]c(-c3ccccc3)nc2SCCC(=O)O)cc1	9.9%
CC(C)CCN1CCC(O)(c2csc(CN3CC[C@@H](O)C3)n2)CC1	-16.0%[44.1 µM]
CN(C)CCNC(=O)C1(C)CN(Cc2ccccc2)Cc2ccc(N3CCOCC3)nc21 (stereo not drawn)	?
Cc1nc(-c2c3n(c(=O)n(Cc4ccccc4C(F)(F)F)c2=O)CCCCC3)no1	12.7%
CC(=O)c1cccc(NC(=O)c2cc(C)nc3c2c(C)nn3-c2cccc(Cl)c2C)c1	-4.1%
CCc1ccc(N2CC(c3noc(-c4cnccn4)n3)CC2=O)cc1 (stereo not drawn)	14.8%
COc1ccc(NC(=O)N2CCc3c(c4ccccc4n3C)C2)cc1	-21.7%
COc1ccccc1C(=O)N1C[C@@H](F)C[C@H]1C(=O)N1CCOCC1	9.7%
COC[C@@H]1CN(CCCc2ccccc2)C[C@H]1C(N)=O	?
CN(C)[C@H]1CCCCN(C(=O)CCc2ccc(-c3ccc(Cl)cc3)[nH]2)C1	?
COc1cc(OC)c(NC(=O)Cn2cnc3sc(C)c(S(=O)(=O)N4CCN(C)CC4)c3c2=O)cc1Cl	?
CC(=O)N1CCCC1c1nc2ccccc2n1Cc1c(F)cccc1Cl (stereo not drawn)	0.2%
Cc1cccc(NC(=O)C(=O)NCCCN2CCOCC2)c1	5.6%
O[C@@H]1C[C@@H](c2nc(-c3cnccn3)no2)N(Cc2ccc(F)cc2)C1	-33.9%[44.1 µM]
CCc1ccc(OCC(=O)N(Cc2ccco2)Cc2ccccc2Cl)cc1	1.8%
COc1ccccc1CN1CCC(CNC(=O)c2cnn(-c3ccc(Cl)cc3)c2C2CCN(C(=O)OC(C)(C)C)CC2)CC1	1.26µM*
COc1ccc(C2=NOC3(CCN([S+](=O)([O-])c4cccc(OC)c4)C3)C2)cc1 (stereo not drawn)	?
CCC(=O)C1=C(c2ccc(OC)c(OC)c2)N(C(=O)CC)n2c(nnc2-c2ccc(C)cc2)S1	-4.4%
CNC(=O)[C@@H](CC(C)C)N1CCC[C@H]1C(=O)NC1CCCCC1	-7.5%[44.1 µM]
CCOCCCn1c(=N)c(S(=O)(=O)c2ccc(C)cc2)cc2c(=O)n3cccc(C)c3nc21	-6.0%
CN(Cc1cccnc1)c1nc2c(c(=O)[nH]1)CCN(Cc1ccc(F)cc1)CC2	19.7%[5.79 µM]
Cc1ccccc1OCCn1cc(C(=O)C2CCCCC2)c2ccccc21	-8.8%
O=C(COc1ccc(-c2nnc3n2CCCC3)cc1)Nc1ccc(Cl)cc1	?
COc1ccccc1CNC(=O)CCNS(=O)(=O)c1ccc2c(c1)oc(=O)n2C	-19.3%
Cc1ccc(CNC(=O)Cn2cc(C(=O)c3ccc(Cl)cc3)c(=O)c3ccc(C)nc32)cc1	-8.8%
O=C(NC[C@H]1OC[C@@H](NC2CCOCC2)[C@@H]1O)c1ccccc1	21.6%[44.1 µM]
c1ccc2c(Cc3nnc([C@H]4CCN(CC5CC5)C4)o3)c[nH]c2c1	i
O=C(O)CSc1nnc(-c2ccc(O)cc2)o1	82.6%[activator]
CCc1ccc2occ(CC(=O)Nc3c(C(=O)Nc4ccc(Cl)cc4)oc4ccccc34)c2c1	?
COCC(=O)N[C@H]1CC[C@]2(C)CCC([C@H](C)C(=O)NCc3ccc(OC)c(OC)c3)[C@H](O)[C@H]2[C@@H]1C (stereo partly drawn)	15.7%
O=C(Nc1ccc2nnc(-c3ccc(C(=O)N4CCSCC4)cc3)n2c1)C1CCC1	2.24µM*
Cc1ccc(NC(=O)c2cc3nc(-c4ccccc4)cc(-c4ccccc4)n3n2)cc1	45.1%
CCc1nc2c(c(-c3ccc(Cl)cc3)n1)CN(C(=O)c1ccc(F)cc1)CC2	-3.8%
CCOC(=O)c1cn(C2CN(C(=O)Cc3cccc(Cl)c3)C2)nn1	?
Cc1ccc(C(=O)NC[C@H]2C[C@@H]3CCN2C[C@@H]3c2cc(-c3cccs3)nc(C)n2)cc1	7.08µM*
CCOC(=O)c1cccc(NC(=O)[C@@H](c2ccccc2)N2Cc3ccccc3C2=O)c1	?
O=C(C[C@@H]1C[C@H]2O[C@H](CNC3CCCCC3)[C@@H](O)[C@H]2O1)N1CCC(F)(F)C1	21.1%[44.1 µM]
(cont.)
SMILES	Pf Dd2 growth
CCNC(=O)N1CCC[C@@H](O)[C@H](NC(=O)c2ccc(OCCN3CCCC3)cc2)C1	14.4%[44.1 µM]
Cc1ccc(C)c(N2CCN(C(=O)c3cc(S(=O)(=O)N4CCCC4)cn3C)CC2)c1	?
O=C(C1CC1)N1CC(F)(F)C[C@H]1c1nc(-c2cccnc2)no1	-0.6%
CCN(Cc1ccccc1)C(=O)C1CCN(S(=O)(=O)c2c(C)noc2/C=C/c2ccc(C)cc2)CC1	?
COc1ccc(NC(=O)CN2C(=O)NC3(CCCCC3)C2=O)cc1OC	38.4%
COc1ccc(-c2cn3c(n2)sc2cc(C(=O)NCCCN4CCCCC4)ccc23)cc1	1.12µM*
CN(Cc1ccccc1)C(=O)Cc1cccn1-c1ccc(F)cc1	?
O=C(c1n[nH]c2ccccc12)N1CC(Oc2ccccc2-c2nc(C3CC3)no2)C1	?
COc1ccc(CN(C)C2CCCN(CCc3ccccc3)C2)cc1F (stereo not drawn)	?
COc1ccc(-c2nn(-c3ccccc3C)cc2CN2CCCC2c2nonc2C)cc1F (stereo not drawn)	?
Cc1nn(C(C)C(=O)Nc2ccc(C(C)C)cc2)c(=O)c2c1sc1ccccc12 (stereo not drawn)	7.3%
Cc1c(C(=O)O)oc2c1-c1nn(Cc3ccccc3Cl)cc1CC2	-17.8%
C[C@@H]1CNC[C@H]1c1nc(-c2ccncc2)no1	i[5.79 µM]
COc1ncc(-c2cc(C(=O)NCc3c(C)cc(C)[nH]c3=O)c3c(c2)N(C(C)C)CCO3)cn1	?
COc1ccccc1CN1CCN(C2CCN(C(=O)Nc3ccccc3)CC2)C(=O)C1=O	7.9%
CCc1nnc(CN(CC)C(=O)c2ccc3nc(-c4ccccc4)cn3c2)o1	-16.0%
COc1ccc(CC(=O)Nc2ccc([C@H]3OCC(=O)N(Cc4nccn4C)[C@@H]3CO)cc2)cc1	i
COc1ccc(N2CC(c3noc(-c4cc(C)cc(C)c4)n3)CC2=O)cc1OC (stereo not drawn)	5.5%
Cc1ccccc1Nc1c(-c2cccnc2)nc2ccc(Cl)cn12	?
Cc1nc2cccnc2n1CC1CCCN(S(=O)(=O)c2ccccc2)C1 (stereo not drawn)	?
C#C[C@H]1CN2CC[C@H]1C[C@@H]2CNC(=O)c1ccc(-c2ccccc2)cc1	i
Cc1nc2c(s1)C[C@@H]1[C@](C)(CO)[C@H](O)CC[C@@]1(C)[C@@H]2CC(=O)Nc1ccccc1	?
COCCOc1ccc2c(n1)CCN(C(=O)COc1ccc(F)cc1)C2	?
CCCNC(=O)N(C1CCOCC1)C1CCN(C(=O)c2ccsc2)CC1	3.8%
COC(=O)NNC(=O)C1CCC(C)CC1 (stereo not drawn)	28.8%
CCCCOc1ccc(C(C)NC(=O)c2cccc(Nc3nc4ccccc4n4nnnc34)c2)cc1 (stereo not drawn)	?
COc1ccc(C(=O)NC2CCN(c3cc(-c4ccccc4)[nH]n3)C2)cc1OC (stereo not drawn)	?
Cn1nc(C2CCCCC2)cc1[C@H]1CN2CC[C@H]1C[C@@H]2CNC(=O)c1ccco1	i
Cc1ccc(CC(=O)N2CCc3cn(C)c4cccc(c34)C2)cc1	-19.0%
Cc1nn(-c2ccccc2)c2c1N(CCCC(=O)NCc1ccc(N(C)C)cc1)C(=O)CS2	12.7%
CCC(=O)N1Cc2ccccc2CC2(CCCCN2CC2CCNC2)C1 (stereo not drawn)	-2.5%
Cc1ccc(CN(C(=O)Nc2cccc(Cl)c2)c2ccccn2)cc1	-8.9%
Cn1cc(CNCC2(CO)C[C@@H](O)[C@@H](O)C2)c2ccccc21 (stereo partly drawn)	-24.9%&-23.2%[44.1 µM]
CC(C)NC(=O)C[C@@H]1O[C@H](CNC[C@H]2O[C@@H](CC(=O)NC(C)C)[C@H](O)[C@@H]2O)[C@@H](O)[C@H]1O	33.8%
CCOc1ccc(C(=O)c2oc3ccccc3c2NC(=O)Cc2coc3cc(C)cc(C)c23)cc1	4.3%
Cc1c(C(=O)Nc2cccc(C(F)(F)F)c2)oc2ccc(S(=O)(=O)N3CCC4(CC3)OCCO4)cc12	?
CCCNc1cc(N2CCC(CCC(=O)N3CCN(c4ccc(F)cc4)CC3)CC2)ncn1	-8.2%
CC(C)Oc1cccc(-c2nc(C(=O)NCc3ccco3)cs2)c1	i
CC(=O)N1CCC(C(=O)N[C@H]2CCN3C(=O)N(c4ccc(C)cc4)C(=O)[C@@H]3C2)CC1	-0.7%[44.1 µM]
CCOC(=O)c1ccc(N2C(=O)c3n[nH]c(-c4cccs4)c3C2c2ccc(OCC)cc2)cc1 (stereo not drawn)	?
COc1ccc(/C=C\c2onc(C)c2S(=O)(=O)N2CCC(C(=O)Nc3ccc(C)c(F)c3)CC2)cc1	i
CC(C)NC(=O)c1noc(-c2ccc[nH]c2=O)n1	-20.3%
Cn1nc(C(=O)N2CCC3(CC2)N=C(c2ccccc2)NO3)c2ccccc21	?
COCCC(=O)N1CCC(Oc2ccccc2-c2nc(C3CC3)no2)C1 (stereo not drawn)	i
CCn1nccc1C(=O)N1CCC2(CC1)CN(C(C)=O)CC2COC (stereo not drawn)	10.2%
CCn1c(=O)cc(OCC(=O)NCc2ccc(F)cc2Cl)c2ccccc21	33.3%[activator]
O=C1NCCC[C@@H]1NC(=O)[C@@H]1CN(C(=O)c2cccc(F)c2)CCN1C(=O)C1CCNCC1	4.9%
CCc1nc(-c2c3n(c(=O)n(CC(=O)Nc4cc(F)ccc4F)c2=O)CCCC3)no1	-18.0%
Cc1ccccc1NC(=O)Cn1nc2n(c1=O)CCCC2	33.9%[activator]
Cc1ccc(N2CCN(C(=O)c3noc(-c4ccc[nH]c4=O)n3)CC2)cc1	?
Cc1nc(C)c(C(=O)N2CCC(CCOc3ccccc3)C2)s1 (stereo not drawn)	i

Part of the list above, comma-delimited:
molecule,Pf Dd2 growth
COCCC(=O)N1CCC(Oc2ccccc2-c2nc(C3CC3)no2)C1 (stereo not drawn),i
CCn1nccc1C(=O)N1CCC2(CC1)CN(C(C)=O)CC2COC (stereo not drawn),10.2%
CCn1c(=O)cc(OCC(=O)NCc2ccc(F)cc2Cl)c2ccccc21,33.3%[activator]
O=C1NCCC[C@@H]1NC(=O)[C@@H]1CN(C(=O)c2cccc(F)c2)CCN1C(=O)C1CCNCC1,4.9%
CCc1nc(-c2c3n(c(=O)n(CC(=O)Nc4cc(F)ccc4F)c2=O)CCCC3)no1,-18.0%
Cc1ccccc1NC(=O)Cn1nc2n(c1=O)CCCC2,33.9%[activator]
Cc1ccc(N2CCN(C(=O)c3noc(-c4ccc[nH]c4=O)n3)CC2)cc1,?
